Screens from PubChem.
S1P2 blocker = S1P2 (human) receptor antagonism | hit rate 0.21% among 97,000 | inhibition, % at 5 µM | O95136 | cell-based S1P2 antagonist assay, inhibition at 5 uM; in the data active means inhibition above about 45%;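 further: CRE beta-lactamase reporter cells expressing human S1P2 stimulated with S1P; 0% = agonist at EC80 alone and 100% = agonist plus reference antagonist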
Target sequence (O95136 whole entry, looked up): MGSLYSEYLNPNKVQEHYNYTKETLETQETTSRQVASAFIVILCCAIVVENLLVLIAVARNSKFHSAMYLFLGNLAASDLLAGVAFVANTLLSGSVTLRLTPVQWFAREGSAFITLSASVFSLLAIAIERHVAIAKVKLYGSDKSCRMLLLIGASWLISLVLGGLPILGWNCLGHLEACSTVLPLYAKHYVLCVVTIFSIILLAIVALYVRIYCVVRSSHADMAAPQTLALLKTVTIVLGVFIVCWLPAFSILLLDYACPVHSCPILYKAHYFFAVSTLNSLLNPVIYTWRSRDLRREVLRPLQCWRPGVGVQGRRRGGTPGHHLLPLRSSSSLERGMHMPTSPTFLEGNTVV
S1P2 ag = activates the human S1P2 receptor | O95136 | AID 729 | hit rate 0.46% among 97,000 | S1P2-expressing cell line, agonist reporter read-out | activation, % at 4.5 µM; in the data active means activation above about 16%;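 further: 0% = vehicle low control and 100% = maximal reference agonist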
PLAP act = activates human placental alkaline phosphatase; purified PLAP enzyme, luminescent substrate read-out; active compounds read high; activation fold at 20 µM; AID 696; hit rate 1.2% among 96,000; in the data active means activation fold above about 2
Target sequence (P05187 whole entry, looked up): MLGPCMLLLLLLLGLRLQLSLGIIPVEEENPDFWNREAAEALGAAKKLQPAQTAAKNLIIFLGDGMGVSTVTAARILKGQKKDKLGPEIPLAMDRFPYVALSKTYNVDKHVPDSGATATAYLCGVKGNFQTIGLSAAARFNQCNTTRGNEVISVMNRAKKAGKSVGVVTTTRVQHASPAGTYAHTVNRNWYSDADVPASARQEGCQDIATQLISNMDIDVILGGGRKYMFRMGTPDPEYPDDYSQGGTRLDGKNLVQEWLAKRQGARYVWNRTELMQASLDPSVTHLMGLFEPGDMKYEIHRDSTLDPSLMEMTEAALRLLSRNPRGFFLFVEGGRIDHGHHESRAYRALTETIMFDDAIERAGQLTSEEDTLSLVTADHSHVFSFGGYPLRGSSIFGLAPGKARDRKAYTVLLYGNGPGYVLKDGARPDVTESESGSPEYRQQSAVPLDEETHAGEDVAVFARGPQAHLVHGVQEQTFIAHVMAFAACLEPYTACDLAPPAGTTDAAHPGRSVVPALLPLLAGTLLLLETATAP
Ecoli WT expand = growth inhibitors of E. coli BW25113 wild type | OD600 absorbance | growth inhibition, % at 100 µM | hit rate 0.15% among 98,000 | AID 710;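 active means growth inhibition above about 50% at one test dose, limit read from the data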;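 further: growth measured after 20 h incubation at 37 °C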
PostGolgi yeast = growth inhibition of a yeast mutant, post-Golgi transport screen; hit rate 0.9% among 98,000; post-Golgi transport phenotypic cell assay; inhibition, % at 10 µM;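 further: yeast cells grown in 1536-well plates; yeast grown about 18 h at 30C before absorbance read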
CD11b adhes inh = blocks human CD11b/CD18 adhesion to fibrinogen | K562 CD11b/CD18 adhesion to fibrinogen, ATPlite luminescence; Mn2+ added to activate the integrin | inhibition, % at 10 µM | P05107+P11215 | hit rate 0.54% among 93,000;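 active means primary inhibition of 50% or more at 10 µM, then 40% or more on retest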; further: some results filed as inactive read as strong as hits
sEH activator = increases human soluble epoxide hydrolase activity. P34913. purified human sEH enzymatic activity, activator screen. activation, % at 2 µM. hit rate 0.04% among 91,000; in the data active means activation above about 37%; further: values of inactives mirror those of a sister screen read the other way
PostGolgi ctrl = growth of the yeast control strain, post-Golgi counter-screen. efflux-deficient yeast background strain, growth absorbance A615, 16 h. inhibition, % at 10 µM. hit rate 5% among 98,000
sEH inhibitor = inhibitors of human soluble epoxide hydrolase; P34913; recombinant human sEH enzymatic activity assay; inhibition, % at 2 µM; hit rate 0.34% among 91,000; in the data active means inhibition above about 80%; further: values of inactives mirror those of a sister screen read the other way; many of its hits are not listed in these tables
* hit, by the source's call; . = no result given. Unless noted, no stated cut-off is given here; in the data, active means inhibition above about 30%; inactive means the rest. The order is random; overall some 7.1% were active at least once.

#	SMILES	S1P2 blocker	S1P2 ag	PLAP act	Ecoli WT expand	PostGolgi yeast	CD11b adhes inh	sEH activator	PostGolgi ctrl	sEH inhibitor
1	CC1CCC(C(C)C)C(OC(=O)COC(=O)c2ccc(=O)[nH]c2)C1 (stereo not drawn)	8	-5	1.5	2	11	4	-2	5	3
2	O=C(O)c1ccc(C2SCC(=O)N2Cc2ccccc2)cc1 (stereo not drawn)	-11	1	1	-2	-1	.	1	0	0
3	CCOC(=O)/C(C#N)=C\c1ccc(CC)s1	10	-7	0.9	8	-7	.	-3	1	5
4	COc1ccc(S(=O)(=O)Nc2cc3c(C(C)=O)c(C)oc3c3ccccc23)cc1	-10	3	2*	6	4	20	-4	65*	3
5	COc1ccc(C)cc1NC(=O)COCC(=O)O	13	-6	1	5	-1	-30	13	20	-14
6	CCC(CO)Nc1ncnc2c1cnn2-c1ccc(OC)cc1 (stereo not drawn)	9	-1	1	-1	0	3	.	22	.
7	CC(=O)N(C1=C(O)c2ccccc2C(=O)C1=O)C1CCCCC1	-3	-8	.	-3	-1	.	-6	6	4
8	O=C(NCc1ccco1)c1ccc2c(c1)N(Cc1ccccc1)C(=O)CS2	0	1	0.6	-14	-7	3	-36	17	36
9	Cc1ccc(C(=O)COC(=O)CNC(=O)c2ccco2)cc1	13	-6	1	16	4	.	.	-4	.
10	C=CCNC(=S)NNC(=O)COc1cccc(Cl)c1	-17	-5	0.9	12	-5	.	-9	3	11
11	Cc1ccc(Nc2nc(OC(C(F)(F)F)C(F)(F)F)nc(N3CCOCC3)n2)cc1	14	0	1	17	-9	.	-5	-8	5
12	CSc1nsc(SC)c1NC(=O)Nc1ccccn1	20	-8	1	8	-8	2	7	4	-8
13	CCOc1cc(C(=O)NC(C)COC)cc(OCC)c1OCC (stereo not drawn)	10	-1	1.2	-6	2	-8	-2	5	3
14	CCCCOc1ccc(/C(N)=N/O)cc1	.	.	1	9	6	10	.	-1	.
15	CCOC(=O)C1(CCC(C)C)CC(CSc2nc3ccccc3[nH]2)OC1=O (stereo not drawn)	-11	-3	1.2	0	24	10	1	7	-4
16	COc1cccc(C2=CC(c3ccccc3)n3nnnc3N2)c1 (stereo not drawn)	-2	-2	0.8	0	-2	.	0	5	-2
17	CCOC(=O)c1ccc(NC(=O)c2cc(S(=O)(=O)N3CCOCC3)ccc2O)cc1	-12	-6	1.3	1	-5	24	9	6	-6
18	CC1=CC(C)(C)N(C(=O)CSc2nnc(N)s2)c2cc(C)c(C)cc21	-14	0	1	8	-3	.	-8	14	10
19	Fc1ccc(-c2n[nH]c(=S)n2CC2CCCO2)cc1 (stereo not drawn)	-8	-1	0.8	-9	-10	-1	9	4	-8
20	COc1ccc(S(=O)(=O)NCCc2c(C)nn(C)c2Oc2ccccc2)cc1	21	-8	1.1	7	3	9	.	0	.
21	CC(C)CSc1nc2ccccc2n1CC(N)=O	.	.	0.9	10	7	12	.	4	.
22	COc1ccc(/C=N/OCC(=O)N2CC3(C)CC2CC(C)(C)C3)cc1 (stereo not drawn)	9	-2	1.1	-5	-4	-1	-9	19	11
23	CCC(NC(=O)Nn1cnnc1)(C(F)(F)F)C(F)(F)F	-1	-1	.	1	8	.	13	-13	-18
24	O=C(NC1CCCC1)C(c1cccs1)N(Cc1ccco1)C(=O)Cn1nnc(-c2cccs2)n1 (stereo not drawn)	3	-3	0.9	-6	2	-28	-9	24	12

Retrieved one by one from above, 5 records:
#	SMILES	S1P2 blocker	S1P2 ag	PLAP act	Ecoli WT expand	PostGolgi yeast	CD11b adhes inh	sEH activator	PostGolgi ctrl	sEH inhibitor
23	CCC(NC(=O)Nn1cnnc1)(C(F)(F)F)C(F)(F)F	-1	-1	.	1	8	.	13	-13	-18
21	CC(C)CSc1nc2ccccc2n1CC(N)=O	.	.	0.9	10	7	12	.	4	.
19	Fc1ccc(-c2n[nH]c(=S)n2CC2CCCO2)cc1 (stereo not drawn)	-8	-1	0.8	-9	-10	-1	9	4	-8
24	O=C(NC1CCCC1)C(c1cccs1)N(Cc1ccco1)C(=O)Cn1nnc(-c2cccs2)n1 (stereo not drawn)	3	-3	0.9	-6	2	-28	-9	24	12
17	CCOC(=O)c1ccc(NC(=O)c2cc(S(=O)(=O)N3CCOCC3)ccc2O)cc1	-12	-6	1.3	1	-5	24	9	6	-6

Further results:
#	SMILES	S1P2 blocker	S1P2 ag	PLAP act	Ecoli WT expand	PostGolgi yeast	CD11b adhes inh	sEH activator	PostGolgi ctrl	sEH inhibitor
25	CC(C)CCNC(=O)c1cccc(S(=O)(=O)N2CCc3ccccc32)c1	2	-7	1	7	19	6	-78	14	78
26	COC(=O)CSc1nc(C2CC2)cc(C(F)(F)F)c1C#N	-4	-2	1.4	-1	1	-10	6	27	-7
27	Cc1ccc(O)c(C2=NCCNC(C(F)(F)C(F)F)=C2)c1	7	-2	0.8	10	-1	1	-5	12	6
28	O=c1c2c(nc3c(-c4ccc(Cl)cc4)c[nH]n13)CCCC2	9	-5	1	-2	-9	-14	4	8	-4
29	C=CCOn1c(=O)c(-c2cccs2)[n+]([O-])c2ccccc21	2	-9	1.1	-3	-3	-6	-3	26	1
30	CCN(CC)c1nc(SCC(=O)O)nc(N(CC)CC)n1	0	-3	1.2	0	17	-54	0	40*	3
31	Nn1c(-c2ccccn2)nnc1-c1ccccn1	0	-4	0.8	17	11	-8	16	2	-13
32	O=C(Cc1cccs1)Nn1c(Cc2cccs2)nc2ccccc2c1=O	.	.	1	4	-2	-5	.	-3	.
33	CCN1C(=O)/C(=C2/Sc3ccc(OC)cc3N2C)SC1=Nc1ccc(C)cc1	-5	-7	.	.	.	.	-10	.	10
34	O=C1CC2(CON=C2c2ccc(F)cc2)C(=O)N1c1ccc(F)cc1 (stereo not drawn)	10	-5	1.1	4	5	3	-3	33*	2
35	CCN(C(=O)COc1cc(=O)n(C)c2ccccc12)c1cccc(Cl)c1	-3	-9	1.3	11	0	.	0	11	-1
36	CCC(C)NC(=O)CNC(=O)Cn1c(C)cc2ccccc2c1=O (stereo not drawn)	.	.	1.1	5	25	0	.	10	.
37	CC1(C)NC(=O)N(CCCCOc2ccc3c(c2)CCC3)C1=O	.	.	1.4	-12	1	3	.	26	.
38	CN(C)c1ccc(-c2nc3ccccc3n2C)cc1	16	-2	0.9	10	-29	78*	-5	26	5
39	CCC(C)C(NC(=O)C1CCC(C)CC1)C(=O)Nc1cc(OC)ccc1OC (stereo not drawn)	-7	-7	1.2	-2	8	30	-6	12	3
40	O=C(NCCCN1CCc2ccccc2C1)C1CCN(S(=O)(=O)N2CCCC2)CC1	3	-3	1.2	6	-15	6	0	-2	-2
41	COc1ccc(N(CC(=O)Nc2cccc(C(C)=O)c2)S(C)(=O)=O)cc1OC	.	.	0.9	0	10	-2	.	17	.
42	COCCn1c(SCC(=O)c2ccc(F)cc2)nnc1C(C)C	.	.	1.4	3	-8	-1	.	-1	.
43	Cc1cc(C)c(S(=O)(=O)c2ccccc2C)c(Oc2ccccc2)n1	-13	-3	1.3	-10	3	-34	-4	30*	6
44	Cc1ccc(C(=O)Nc2nc(=O)n(C(=O)c3ccccc3Cl)s2)cc1	22	-3	1.7	-3	-12	41	5	18	-5
45	O=C(NCc1ccccn1)c1c(Cl)cccc1Cl	20	-1	1	-8	0	-10	3	23	-3
46	COC(=O)c1sccc1NC(=S)N1CCCCC1C (stereo not drawn)	-15	1	1.1	-5	-15	3	-1	22	4
47	CCN1CCCC1CNC(=O)c1csc2c1CCCC2 (stereo not drawn)	-8	-1	0.9	-1	16	-10	0	3	1
48	COc1ccc(N2CCN(c3nc(Nc4ccc(F)cc4)nc(OC)n3)CC2)cc1	12	-2	1	0	-4	.	7	-10	-4
49	CC(C)n1c(N2CCN(C(=O)NCc3ccccc3)CC2)nc2ccccc21	32	-11	1	10	9	-7	-22	-8	21
50	Cc1ccn2cc(CCNS(=O)(=O)c3ccc(F)c(C(F)(F)F)c3)nc2c1	13	-2	1.6	-3	-1	-18	27	16	-29
51	CC(=O)c1cc2c(cc1NC(=O)CN1CCCCC1C)OCO2 (stereo not drawn)	-10	0	0.9	4	0	1	5	4	-7
52	CC(NCc1ccco1)C(=O)N1CCc2ccccc2C1 (stereo not drawn)	-8	-1	0.9	9	-2	-34	1	-2	0
53	Cc1cccc(NC(=O)C2C(C(=O)O)C3C=CC2C32CC2)c1C (stereo not drawn)	1	-3	1.1	0	3	16	-12	14	11
54	N#Cc1c(N)nc(SCC(=O)NC2CCCCC2)c(C#N)c1-c1ccc(Cl)cc1	14	-3	0.9	4	-1	3	.	10	.
55	O=[N+]([O-])c1ccc(N2CCCCC2)cc1N1CCOCC1	-4	-1	0.7	2	-3	.	7	14	-9
56	Cc1c(NC(=O)C2CCN(S(=O)(=O)c3ccc(Cl)cc3)CC2)c(=O)n(-c2ccccc2)n1C	-2	-5	1.2	3	1	.	4	11	-4

In a second layout: 2 of the compounds above.
17: CCOC(=O)c1ccc(NC(=O)c2cc(S(=O)(=O)N3CCOCC3)ccc2O)cc1
18: CC1=CC(C)(C)N(C(=O)CSc2nnc(N)s2)c2cc(C)c(C)cc21

entry no.	17	18
S1P2 blocker	-12	-14
S1P2 ag	-6	0
PLAP act	1.3	1
Ecoli WT expand	1	8
PostGolgi yeast	-5	-3
CD11b adhes inh	24	.
sEH activator	9	-8
PostGolgi ctrl	6	14
sEH inhibitor	-6	10

Following part:
#	SMILES	S1P2 blocker	S1P2 ag	PLAP act	Ecoli WT expand	PostGolgi yeast	CD11b adhes inh	sEH activator	PostGolgi ctrl	sEH inhibitor
57	CNC(=O)CSc1nnc(-c2cc(C)cc(C)c2)o1	11	0	1	-5	-6	-50	-9	-8	9
58	CNC(=O)c1ccccc1S(=O)c1ccccc1C#N (stereo not drawn)	-1	-3	1.1	10	-4	-24	-10	4	9
59	COCCn1nnnc1CN(Cc1cccnc1)Cc1cc2cc(OC)ccc2[nH]c1=O	.	.	1.1	5	4	-10	.	9	.
60	O=C(NCCN1CCOCC1)c1cccc(Cl)c1	-22	-4	.	1	5	.	0	6	2
61	CN(Cc1nc2ccccc2c(=O)[nH]1)Cc1cc(=O)oc2ccc3ccccc3c12	-2	-4	1.6	-4	39*	-1	6	10	-3
62	Cc1ccc(CC(CC(=O)O)C(=O)NC2CCCCC2)cc1 (stereo not drawn)	20	-4	1.2	-2	-2	-13	-1	1	0
63	Oc1ccccc1-c1cc(C(F)(F)C(F)F)nc(-c2ccccc2)n1	2	-3	0.9	-7	10	-8	3	-2	-3
64	COc1ccc(CCNC(=O)c2n[nH]c(=O)c3ccccc23)cc1	29	-6	1	-3	-8	-17	7	24	-9
65	CCCC12CN3CC(C)(CN(C1)C31CCCCC1)C2=O	-3	0	1	-4	5	-33	7	2	-5
66	COc1ccc(C(=O)N/C(=C/c2cccs2)C(=O)NCCCn2ccnc2)cc1OC	15	-3	0.9	1	-2	.	-8	2	10
67	O=C(CSc1nc2ccccc2s1)CSc1nc2ccccc2s1	-18	-3	1.2	-12	-4	0	12	3	-14
68	Fc1ccc(C(c2nnnn2CCc2ccccc2)N2CCCc3ccccc32)cc1 (stereo not drawn)	-12	-3	0.9	-13	6	0	-4	18	6
69	CC1(C)Cc2c(c(=S)nc(-c3ccccc3)n2CCO)CO1	-28	-2	1.2	-6	2	8	4	3	1
